PPC-1+TRAIL kill: PPC-1 cancer cell killing with TRAIL present; PPC-1 cells + TRAIL, ATPLite viability luminescence; cell killing (% activity), % at 4 µM; 220,000 compounds, 0.41% hits; AID 1443;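 active means cell killing above 50% in the first pass at 4 µM, then a duplicate retest at 5 µM averaging 50% or more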;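 further: plate controls were cells with TRAIL plus DMSO for no effect and medium-only wells lacking cells for full effect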
EP2 modulator: EP2 receptor (human) modulation. P43116. EP2-expressing cells, cAMP HTRF FRET, PGE2 co-stimulation. induction, % at 25 µM. 260,000 compounds, 0.83% hits;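 active means compounds whose cAMP rise, as percent of the full-agonist control response, exceeds 60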;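 further: rat C6 glioma line stably carrying human EP2 under a CMV promoter; the protocol text gives 20 µM as final concentration; 100% = response of wells given 1 µM PGE2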
Target sequence (P43116 whole entry, looked up): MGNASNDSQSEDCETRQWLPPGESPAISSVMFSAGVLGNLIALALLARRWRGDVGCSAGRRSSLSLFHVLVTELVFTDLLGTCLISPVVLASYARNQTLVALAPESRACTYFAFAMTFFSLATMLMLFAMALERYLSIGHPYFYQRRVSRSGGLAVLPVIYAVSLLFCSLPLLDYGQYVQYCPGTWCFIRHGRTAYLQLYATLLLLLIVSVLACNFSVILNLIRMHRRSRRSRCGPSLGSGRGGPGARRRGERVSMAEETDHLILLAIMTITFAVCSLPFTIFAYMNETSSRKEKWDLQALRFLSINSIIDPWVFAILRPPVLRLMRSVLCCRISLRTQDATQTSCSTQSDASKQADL
PGE2 EP2 inh: blocks the human prostaglandin E2 receptor EP2 | 260,000 compounds, 0.52% hits | C6 glioma cells expressing human EP2, cAMP TR-FRET; cells stimulated with saturating PGE2 | P43116 | AID 1422 | inhibition, % at 25 µM;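 active means percent inhibition above 40 after rounding to a whole number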;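 further: rat C6 glioma host cells with rolipram phosphodiesterase inhibitor present; the protocol text gives 20 µM as final concentration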
zfTRPN1 agonist: zebrafish TRPN1 (NompC) channel agonism. HEK293 zebrafish TRPN1-YFP, Fluo-8 calcium fluorescence; 100% = response to 87 µM carbachol. activation, % at 3 µM. 220,000 compounds, 0.18% hits. AID 1424;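 active means activation above its plate's cutoff, the mean activation of test wells on that plate plus 3 SD, cut at about 19% in these data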;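 further: 0% = DMSO alone and 100% = 87 µM carbachol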
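System: zebrafish TRPN1-YFP in HEK293 cells / Dosing: 3 µM single point / Timing: dye loading 1 h at 37 °C, then 30 min room temperature / Signal: Fluo-8 calcium fluorescence, excitation 470-495 nm, emission 515-575 nm / Read-out basis: percent activation from peak over basal fluorescence ratio, control-normalized / Control set: high carbachol 87 µM, low DMSO alone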
NPY-Y1 antag: NPY-Y1 (human) receptor antagonism. HEK293-CNG Y1 cells, membrane potential fluorescence; NPY at EC95, then isoproterenol. inhibition, % at 3.6 µM. 200,000 compounds, 1% hits;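 active means inhibition above the campaign mean inhibition of all tested compounds plus 3 SD, cut at about 20% in these data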;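 further: 0% = DMSO wells given NPY plus isoproterenol and 100% = isoproterenol alone without NPY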
Target sequence (P25929 whole entry, looked up): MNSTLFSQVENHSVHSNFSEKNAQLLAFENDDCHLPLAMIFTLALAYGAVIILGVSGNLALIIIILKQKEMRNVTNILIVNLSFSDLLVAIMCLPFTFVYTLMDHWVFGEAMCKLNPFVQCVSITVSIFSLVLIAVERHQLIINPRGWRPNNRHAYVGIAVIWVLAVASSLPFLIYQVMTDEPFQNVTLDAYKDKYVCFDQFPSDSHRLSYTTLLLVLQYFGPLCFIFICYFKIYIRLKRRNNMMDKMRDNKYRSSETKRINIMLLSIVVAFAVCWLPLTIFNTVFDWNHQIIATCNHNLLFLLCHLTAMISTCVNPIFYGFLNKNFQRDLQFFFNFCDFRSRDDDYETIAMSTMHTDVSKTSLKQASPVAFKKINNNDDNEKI
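material = HEK293 cells with Y1 receptor plus CNG channel | also added = NPY 25 nM then isoproterenol 1 µM plus Ro 20-1724 25 µM | schedule = dye 3 h, compound 60 min room temperature, stimulation 45 min | measured by = membrane potential fluorescence | benchmarks = high control isoproterenol alone, low control NPY with isoproterenol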
TRPML3 agonist: human mucolipin-3 channel agonism. HEK293 TRPML3-YFP, Fluo-8 calcium fluorescence; 100% = the carbachol control signal. activation, % at 3 µM. 220,000 compounds, 0.29% hits;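 active means activation above its plate's cutoff, the mean activation of the plate's test wells plus 3 SD, cut at about 12% in these data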;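 further: 0% = DMSO only wells and 100% = carbachol wells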
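Test system: HEK293 cells stably carrying human TRPML3-YFP; Doses: single dose, 3 µM final nominal compound, 0.3% DMSO final; Schedule: dye loading 1 h 37 °C then 30 min ambient, 125 s read; Technique: Fluo-8 calcium fluorescence; Benchmarks: high control carbachol 87 µM, low control DMSO.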
14-3-3 Bad inh: disrupts binding of bovine 14-3-3 zeta to phospho-Bad peptide. inhibition, % at 21.7 µM. P63103. 220,000 compounds, 0.71% hits. TR-FRET 14-3-3zeta/Dy647-pBad peptide displacement, 1 h;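 active means inhibition above about 70%, limit read from the data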;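 further: 0% = full 14-3-3 plus peptide FRET controls and 100% = background without 14-3-3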
Target sequence (P63103 whole entry, looked up): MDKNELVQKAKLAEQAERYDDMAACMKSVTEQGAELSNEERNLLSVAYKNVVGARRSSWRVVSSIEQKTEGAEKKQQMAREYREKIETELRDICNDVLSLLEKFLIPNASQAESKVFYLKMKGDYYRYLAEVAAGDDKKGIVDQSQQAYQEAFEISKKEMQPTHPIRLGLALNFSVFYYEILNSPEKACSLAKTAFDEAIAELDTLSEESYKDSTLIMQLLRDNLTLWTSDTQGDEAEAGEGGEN
CHOP inhibitor: blocks CHOP induction under ER stress; CHO-K1 CHOP-promoter luciferase, tunicamycin-induced, 15-18 h; inhibition, % at 10 µM; 220,000 compounds, 3.8% hits; AID 2732;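 active means compounds that reduced the stress-induced luciferase reporter signal by more than about 70% of percent inhibition, limit read from the data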;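 further: 0% = tunicamycin plus vehicle and 100% = wells without tunicamycin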
NPY-Y1 PAM-ag: potentiators or agonists of human neuropeptide Y receptor Y1. P25929. NPY-Y1 expressing cells, potentiator/agonist activation. activation, % at 3.6 µM. 220,000 compounds, 0.37% hits. AID 1304; in the data active means activation above about 33%, passing the limit was not always enough;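 further: cells stimulated with NPY at EC10 then isoproterenol at EC100; 0% = low agonist plus stimulus and 100% = saturating agonist plus stimulus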
An asterisk follows results filed as active; . = not tested or not shown; & = joins results of further samples; [ ] = dose if it differs, or a comment.

compound	PPC-1+TRAIL kill	EP2 modulator	PGE2 EP2 inh	zfTRPN1 agonist	NPY-Y1 antag	TRPML3 agonist	14-3-3 Bad inh	CHOP inhibitor	NPY-Y1 PAM-ag
Cc1cccc(C)c1Nc1nnc(SCC(=O)NCc2cccs2)s1	19	-16	5	-0.5	2	0.5	-3[fluorescence artefact?]	-5	-9
CCc1cc(=O)oc2cc(C)cc(OC(C)C(=O)O)c12 (configuration not stated)	8	19	15	0.5	-6	0.5	30	3	-9
CCOC(=O)Cc1c(C)nc(Cc2ccc(OC(C)C)cc2)[nH]c1=O	-11	-7	3	0.3	2	0.8	-3	16	12
CC(C)Cc1nnc(NC(=O)c2cc(-c3ccccc3)nc3ccccc23)s1	0	-27	3	1.0	4	0.3	-1	19	10
CCCn1nc(C(=O)OCC(=O)Nc2ncc(Cl)c(C)c2Cl)c2ccccc2c1=O	6	1	10	0.2	11	0.4	4[fluorescence artefact?]	8	-14
CCOc1ccc(NC(=S)N(CCCN2CCOCC2)Cc2cn(C)c3ccccc23)cc1	2	-24	16	0.2	0	0.8	-22	4	6
Cc1ccc(-c2nc3ccccc3s2)cc1NC(=S)NC(=O)c1cccc2ccccc12	0	16	8	1.3	3	1.1	-4	-10	-11
O=C(Nc1ccccc1F)c1ccco1	30	8	3	1.6	-1	1.1	-8[fluorescence artefact?]	11	4
NS(=O)(=O)c1ccc(CCNC(=O)CN2CCN(c3cccc(Cl)c3)CC2)cc1	10	-46	3	1.5	4	1.8	-6	20	2
COc1ccc2[nH]c(=O)c(CN(C(=O)c3cccnc3)c3ccccc3OC)cc2c1	17	12	13	-0.2	-4	0.8	17	1	-2
CCOC(=O)C1CCN(C(=O)Cc2c(C(=O)O)n(CC)c3ccccc23)CC1	24	6	15	-1.2	-6	1.2	-2	-4	11
Cc1cccn2cc(-c3c[nH]c4ccccc34)nc12	10	-46	14	-0.8	2	0.3	-3	-8	-15
CC(=O)Nc1ccc(S(=O)(=O)N2CCCN(S(=O)(=O)c3ccc(C)cc3)CC2)cc1	6	-21	5	4.8	-6	2.6	9	-15	5
Cc1ccsc1C(=O)N1CCCC(CCC(=O)NCc2ccccc2F)C1 (configuration not stated)	0	19	3	0.1	1	-0.2	-1	23	6
CNc1oc(-c2ccccc2)nc1C#N	-2	6	12	2.2	9	0.3	-15	-13	4

Grouped by structure, those above with a thiophene ring, fused or not.
compound	PPC-1+TRAIL kill	EP2 modulator	PGE2 EP2 inh	zfTRPN1 agonist	NPY-Y1 antag	TRPML3 agonist	14-3-3 Bad inh	CHOP inhibitor	NPY-Y1 PAM-ag
Cc1cccc(C)c1Nc1nnc(SCC(=O)NCc2cccs2)s1	19	-16	5	-0.5	2	0.5	-3[fluorescence artefact?]	-5	-9
Cc1ccsc1C(=O)N1CCCC(CCC(=O)NCc2ccccc2F)C1 (configuration not stated)	0	19	3	0.1	1	-0.2	-1	23	6

The list goes on.
compound	PPC-1+TRAIL kill	EP2 modulator	PGE2 EP2 inh	zfTRPN1 agonist	NPY-Y1 antag	TRPML3 agonist	14-3-3 Bad inh	CHOP inhibitor	NPY-Y1 PAM-ag
CCOC(=O)C1=C(C)OC(N)=C(C#N)C1c1ccc(O)c(OC)c1 (configuration not stated)	19	-5	4	-0.5	3	0.3	-15	-3	1
CCc1ccc(C(C(=O)NC2CCCC2)N(C(=O)/C=C/C(=O)Nc2cc(C)on2)c2ccccc2C)cc1 (configuration not stated)	2	41	6	-1.1	0	0.5	-14	33	-13
N#Cc1ccsc1NC(=O)CN1CCN(c2ccccn2)CC1	-1	-6	15	-1.1	-5	0.9	-6	12	-3
O=C(COC(=O)c1ccc(Cl)cc1O)Nc1cccnc1Cl	2	-7	12	-2.0	1	0.4	-1	-6	0
CC/C(=N\O)c1c(O)c2c(n(-c3ccccc3)c1=O)CCCC2	-13	28	14	0.0	4	-0.2	0[fluorescence artefact?]	10	-34
Fc1cccc(/C=N/N=C/c2cccc(F)c2)c1	-13	8	-1	-1.4	-1	0.3	-2	51	-11
Clc1ccc(OCCCc2nc(-c3ccncc3)no2)c(Cl)c1	12	-47	19	-0.6	8	-0.3	-3	49	-23
Cc1cc(C)c(S(=O)(=O)Nc2ccc3[nH]c(=O)[nH]c3c2)c(C)c1	10	-44	5	0.5	-4	-0.8	-3	20	-19
COc1ccc(Br)cc1C1CC(=O)N2CN(Cc3ccccc3)CSC2=C1C#N (configuration not stated)	-3	-4	7	0.2	3	-0.2	-1[fluorescence artefact?]	-4	7
O=C(O/N=C(\c1ccccc1)c1ccccn1)c1cccc2ccccc12	18	33	3	-1.4	3	-0.5	-13[fluorescence artefact?]	44	8
Cc1ccc(NC(CNS(=O)(=O)c2ccc(Cl)cc2)c2ccccc2)cc1 (configuration not stated)	2	57	7	0.4	-8	0.0	-12	104*	32
CCOC(=O)c1ccc(N2CCN(c3ccccc3F)CC2)c(NC(=O)Nc2cccc(OC)c2)c1	25	7	10	2.9	3	0.6	-2[fluorescence artefact?]	35	-15
COC(=O)C(CCSC)NC(=O)c1cc2c(n(-c3ccccc3)c1=O)CC(C)(C)CC2=O (configuration not stated)	9	10	6	-0.7	0	0.3	-15	-11	4
COc1ccccc1-n1c(SCC(=O)Nc2cc(C)on2)nc2c(c1=O)SCC2	6	-4	5	0.9	0	0.7	-9	-9	-1
COc1cccc(CN2CCN(CCc3ccccc3)C(CCO)C2)c1OC (configuration not stated)	7	-23	4	0.9	2	0.5	0	14	-7

Going on with the list:
compound	PPC-1+TRAIL kill	EP2 modulator	PGE2 EP2 inh	zfTRPN1 agonist	NPY-Y1 antag	TRPML3 agonist	14-3-3 Bad inh	CHOP inhibitor	NPY-Y1 PAM-ag
Cc1ccc(C(=O)N/C(=C\c2cccs2)C(=O)NCCc2ccccn2)cc1C	6	21	10	0.5	1	0.1	-10	-9	14
CC(C)OCCCNC(=O)c1ccncc1	21	22	2	1.4	-3	1.2	46	-5	23
CCOC(=O)c1cnn(Cc2ccc(C)cc2)c1N	23	4	3	0.3	0	-0.3	-5	5	-19
CC(C)(C)C(O)(CC#CCN1CCCC1)c1ccccc1 (configuration not stated)	20	-4	9	0.7	11	1.0	-8	19	14
COc1ccc(Cl)cc1N1CC(c2nc3ccccc3[nH]2)CC1=O (configuration not stated)	.	1	12	0.2	0	0.7	9[fluorescence artefact?]	3	7
O=S(=O)(c1ccc(OCC(O)CN2CCC(Cc3ccccc3)CC2)cc1)N1CCOCC1 (configuration not stated)	9	-3	2	1.2	3	1.0	-8[fluorescence artefact?]	26	-3
COc1cc(OC)nc(Oc2ccccc2C(=O)Oc2ccc(Cl)cc2)n1	9	47	10	-1.3	9	-0.5	-2	4	-11
Cn1c(N)c(C(=O)CSc2nnnn2-c2ccccc2)c(=O)n(C)c1=O	-3	-9	8	1.8	.	0.7	-1	11	-21
Cc1cc(SCC(=O)OCC(=O)c2c(N)n(C)c(=O)n(C)c2=O)c(C)cc1Br	2	-38	9	0.6	9	0.0	-11	-9	12
Cc1ccccc1NC(=S)NC1(C)CCS(=O)(=O)C1 (configuration not stated)	19	19	10	0.3	-1	0.8	-24[fluorescence artefact?]	10	-2
Cc1cc(NC(=O)CN2C(=O)NC(C)(CCc3ccccc3)C2=O)no1 (configuration not stated)	28	12	3	1.4	2	0.9	-24	11	3
CC(=O)NC(CCCCNC(=S)NC1CCCCC1)C(=O)O (configuration not stated)	14	20	7	0.5	2	0.7	-10	-13	-5
CC1CCc2cc(F)ccc2N1C(=O)CSc1nnc2c(n1)[nH]c1ccccc12 (configuration not stated)	12	-32&3	14&9	-1.0	0	0.7	9	67	-3
CCOc1ccc(/C=N/NC(=O)c2[nH]ncc2Br)c(O)c1	57*[5 µM]	-47	7	0.3	-5	1.1	-26	58	7
CC(=O)c1ccc(NS(=O)(=O)c2ccc(N/C=C/C(=O)c3ccc(F)cc3)cc2)cc1	-3	-24	3	0.8	.	0.1	-2	11	10

Next section:
compound	PPC-1+TRAIL kill	EP2 modulator	PGE2 EP2 inh	zfTRPN1 agonist	NPY-Y1 antag	TRPML3 agonist	14-3-3 Bad inh	CHOP inhibitor	NPY-Y1 PAM-ag
O=C(O)c1ccc(/C=N/NC(=O)c2cc(-c3ccc4c5c(cccc35)CC4)n[nH]2)cc1	16	14	3	-1.1	0	0.7	5	5	18
O=C(COc1ccccc1F)NNC(=O)c1ccc(N2CCCCC2)c([N+](=O)[O-])c1	29	1	6	0.8	-8	0.2	30	16	-4
O=C(CN(Cc1cccs1)C(=O)CSc1nnc(COc2ccccc2)o1)NC1CCCCC1	29	24	9	1.2	0	1.8	-6[fluorescence artefact?]	47	-8
CCN(CC)C(=S)SCC(=O)c1ccc(F)cc1	9	5	14	0.0	-3	-0.5	-21	-24	-2
COc1ccc(-c2ncc(CN3CCC(CO)(Cc4cccc(OC)c4)CC3)cn2)cc1	3	-16	5	6.6	2	4.7	-2	13	5
CCC(=O)Nc1nc(=S)ss1	14	17	9	-0.9	-2	0.4	32	-8	-9
O=C(NCCCN1CCN(Cc2ccccc2)CC1)c1nnc(Cc2c(F)cccc2Cl)o1	-8	8	4	-0.1	0	-0.2	1	10	29
COC(=O)C1=CNC=C(C(=O)OC)C1c1ccc(Cl)cc1	-2	23	10	3.0	10	1.8	-4[fluorescence artefact?]	14	-10
CC(OC(=O)CN(C)S(=O)(=O)c1ccc(Cl)cc1)C(=O)Nc1ncc(Cl)cc1Cl (configuration not stated)	6	17	5	-0.2	3	0.3	8[fluorescence artefact?]	-11	16
CCOC(=O)c1ccc(N2C(=O)c3n[nH]c(C)c3C2c2ccc(OC)cc2OC)cc1 (configuration not stated)	-4	-31	5	-1.5	1	-0.3	-5	41	1
CCC(C)Cn1c(S(=O)(=O)O)nc2ccccc21 (configuration not stated)	17	41	14	0.4	2	0.3	34[fluorescence artefact?]	-8	-17
Cc1cc2ncc(C(N)=O)cn2n1	16	20	2	2.3	5	0.7	4	-19	-14
CCc1cccc(CC)c1NC(=O)COC(=O)CC1c2ccccc2CCN1S(=O)(=O)c1ccccc1 (configuration not stated)	27	45	5	-2.3	4	-0.7	1	-1	-8
CS(=O)(=O)N1CCN(c2ccnc3cc(Cl)ccc23)CC1	5	-15	12	-0.2	-1	0.5	20	21	3
CCC1=NC(c2ccc(OC)cc2)N(O)C1(C)C (configuration not stated)	3	-3	12	-0.3	-3	0.8	-3	53	-5
COc1ccc(CNS(=O)(=O)NCc2ccc(C)cc2)cc1	16	6	14	-3.2	8	-1.2	-9	21	-16
CC(=O)Nc1ccc(S(=O)(=O)N2CCCN(S(=O)(=O)c3ccc(NC(C)=O)cc3)CC2)cc1	-1	3	12	1.1	-9	0.4	0	11	11
COc1nc(OC)nc(Oc2ccc(Cl)cc2[N+](=O)[O-])n1	20	24	10	9.8	0	0.3	12	-22	9

Some of the compounds tested. The share of hits here may be higher or lower than overall.
